HP1b binding inh: inhibitors of HP1-beta chromodomain binding to methylated histone tails; P83916; 390,000 compounds, 0.56% hits; Potency, µM (titrated, usually from 114 µM), for inactives: top-dose activity change, negative = inhibition, hits mostly inhibitors; AlphaScreen HP1-beta / biotin-H3K9me3 peptide binding; also: nearly all actives have a fitted effect of over 70% in size; inactives centre near 23
Target sequence (P83916 whole entry, looked up): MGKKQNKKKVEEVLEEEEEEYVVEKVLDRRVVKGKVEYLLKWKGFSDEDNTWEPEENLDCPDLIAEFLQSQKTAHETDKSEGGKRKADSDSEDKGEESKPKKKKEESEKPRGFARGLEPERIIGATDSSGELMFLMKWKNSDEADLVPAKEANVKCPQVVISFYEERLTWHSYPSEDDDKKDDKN
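HP1-beta protein (50 nM final) preincubated 30 min at room temperature with biotinylated H3(1-18)K9me3 peptide (50 nM) in PBS pH 7.4, 0.01% Tween-20, then compound added for 30 min. AlphaScreen streptavidin donor/nickel chelate acceptor beads (10 ug/mL final), 30 min dark, luminescence read.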
Pin1 inhibitor: inhibitors of human Pin1. Q13526. Potency, µM (top dose mostly 115 µM), for the others: at the top dose activity, negative = inhibition, most hits filed as inhibitors. AID 504891. 390,000 compounds, 0.009% hits. Pin1 FP peptide displacement, HiFluor488, 10 min; active = well fitted inhibition curve with a large enough effect in the polarisation, with a control signal flat, not every such curve was filed as active; inconclusive = small, poorly fitted or top-dose-only effect, or effect the other way, or a change in a side signal; inactive = no such curve, though single readings can be large or run the other way; the % refers to the polarisation; also: % is scaled to controls: 0 for no effect and ±100 for the full control effect
ALOX12 inh: blocks human arachidonate 12S-lipoxygenase; P18054; Potency, µM (doses to about 108 µM), without a hit: at the top dose activity change, negative = inhibition, actives largely listed as inhibitors; 580,000 compounds, 1.1% hits; AID 1671190; purified 12hLO, xylenol orange hydroperoxide absorbance; also: % is scaled to controls: 0 for no effect and ±100 for the full control effect
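Hydroperoxide product was detected by ferrous iron/xylenol orange as the 573 to 405 nm absorbance ratio. Arachidonic acid at 40 uM (final) was turned over for 30 min at room temperature by 150 nM human 12hLO, pH 7.0 Hepes buffer, after 15 min compound preincubation.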
GLS inhibitor: glutaminase GLS (human) inhibition | AID 624170 | GLS enzymatic activity, qHTS titration | 410,000 compounds, 0.21% hits | O94925 | Potency, µM (doses to about 45.5 µM), for inactives: at the top dose activity change, negative = inhibition, most hits filed as inhibitors; also: % is scaled to controls: 0 for no effect and ±100 for the full control effect
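hKGA in 45 mM KH2PO4 pH 8.2, 0.02% Tween-20 with pin-transferred compounds; 1 mM L-glutamine (stock) plus glutamate oxidase/HRP/Amplex Red coupling added. Fluorescence read initially and after 30 min at RT.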
ERG-DNA inh: ERG Ets/DNA interaction inhibition; fluorescence polarization, His-ERG Ets domain / labelled DNA; P11308; 370,000 compounds, 0.028% hits; AID 624246; Potency, µM (series often up to 76.9 µM), for the others: top-dose FP activity, negative = inhibition, hits mostly inhibitors; active = well fitted inhibition curve with a large enough effect in the polarisation, with a control signal flat; inconclusive = small, poorly fitted or top-dose-only effect, or effect the other way, or a change in a side signal; inactive = no such curve, though single readings can be large or run the other way; the % refers to the polarisation;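 also: polarization taken with two DNA probes labelled with fluorescein and Texas red; % of control where 0% means no effect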
Target sequence (P11308 whole entry, looked up, the tested form may be a part): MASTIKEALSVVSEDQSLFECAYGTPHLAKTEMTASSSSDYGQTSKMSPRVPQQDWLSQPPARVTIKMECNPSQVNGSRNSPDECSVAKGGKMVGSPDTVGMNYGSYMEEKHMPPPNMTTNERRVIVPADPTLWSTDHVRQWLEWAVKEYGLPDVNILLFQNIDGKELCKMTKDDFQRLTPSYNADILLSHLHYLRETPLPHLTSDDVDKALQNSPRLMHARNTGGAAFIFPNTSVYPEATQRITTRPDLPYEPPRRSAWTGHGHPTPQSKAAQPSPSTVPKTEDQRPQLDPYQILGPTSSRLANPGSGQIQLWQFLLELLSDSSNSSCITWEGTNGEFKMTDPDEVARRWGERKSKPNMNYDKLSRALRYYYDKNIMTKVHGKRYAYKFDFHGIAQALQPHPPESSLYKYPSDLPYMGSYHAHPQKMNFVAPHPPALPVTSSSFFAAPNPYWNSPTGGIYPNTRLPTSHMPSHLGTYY
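His-tagged ERG Ets domain (1 uM in the protein solution; 300mM KCl, 50mM Tris-HCl, 1mM EDTA, 1mM DTT, pH 7.5) received compound, then a probe mix of 5 nM fluorescein-DNA and 100nM Texas-615-DNA. Fluorescence polarization was read for both dyes.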
RGS4 inhibitor: inhibitors of human regulator of G protein signaling 4 | P49798 | Transcreener GDP fluorescence polarization, RGS4-accelerated GTP hydrolysis | Potency, µM (top dose mostly 114 µM), without a hit: top-dose activity change, negative = inhibition, hits mostly inhibitors | 390,000 compounds, 0.039% hits | AID 504845; also: % is scaled to controls: 0 for no effect and ±100 for the full control effect; nearly all actives have a fitted effect of over 75% in size; some results filed as inactive show a strong effect at the top dose
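MLSMR compounds (23 nl, pin-transferred) preincubated 10 min at room temperature with a 500nM (2x) first reagent, then RGS4 at 900nM (2x) plus Transcreener GDP mix added; fluorescence polarization (620/688 nm) read before and after 90 min at 30 °C.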
TrxR1 inh: rat TrxR1 inhibition | Potency, µM (series often up to 114 µM), without a hit: at the highest dose activity change, negative = inhibition, actives largely listed as inhibitors | recombinant rTrxR1, NADPH fluorescence consumption, selenite substrate | O89049 | 390,000 compounds, 1% hits; also: % is scaled to controls: 0 for no effect and ±100 for the full control effect; nearly all actives have a fitted effect of over 65% in size
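Rat TrxR1 (90 nM in the dispensed reagent) was pre-reduced with 400 uM NADPH for 5 min at room temperature, then incubated with compound for 15 min. After 400 uM selenite was added, NADPH fluorescence (Ex 340/Em 450 nm) was followed for 8 min.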
Tb PGK inh: blocks T. brucei phosphoglycerate kinase; P07378; PGK/GAPDH coupled, Kinase-Glo luminescence, 60 min; Potency, µM (titrated, usually from 57.5 µM), for inactives: at the highest dose activity change, negative = inhibition, hits mostly inhibitors; 380,000 compounds, 0.043% hits; also: % is scaled to controls: 0 for no effect and ±100 for the full control effect; nearly all actives have a fitted effect of over 60% in size
Target sequence (P07378 whole entry, looked up): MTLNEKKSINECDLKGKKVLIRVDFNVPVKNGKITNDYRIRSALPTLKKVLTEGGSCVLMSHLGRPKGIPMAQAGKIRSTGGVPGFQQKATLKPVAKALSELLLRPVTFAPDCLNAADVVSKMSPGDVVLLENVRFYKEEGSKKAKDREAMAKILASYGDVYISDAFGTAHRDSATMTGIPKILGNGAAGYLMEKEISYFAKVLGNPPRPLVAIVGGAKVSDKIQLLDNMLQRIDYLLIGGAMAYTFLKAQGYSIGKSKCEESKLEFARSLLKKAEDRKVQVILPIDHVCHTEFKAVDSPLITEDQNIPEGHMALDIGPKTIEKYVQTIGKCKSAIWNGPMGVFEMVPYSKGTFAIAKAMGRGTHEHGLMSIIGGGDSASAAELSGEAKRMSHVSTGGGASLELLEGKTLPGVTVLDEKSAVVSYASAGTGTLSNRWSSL
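Luminescent ATP detection (Kinase-Glo Plus) follows a 60-minute room-temperature incubation, with wells lacking PGK as controls. Buffer: 100 mM TEA (pH 7.6), 5 mM MgCl2, 0.01% Tween-20. Coupling enzyme GAPDH (100 nM final) supplies unstable 1,3-BPG in-well.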
JMJD2A Tudor inh: JMJD2A Tudor domain (human) inhibition. O75164. AlphaScreen JMJD2A-Tudor / H3K4me3 peptide binding. Potency, µM (doses to about 114 µM), for the others: top-dose activity change, negative = inhibition, most hits filed as inhibitors. 390,000 compounds, 4.4% hits. AID 504339; also: % is scaled to controls: 0 for no effect and ±100 for the full control effect; nearly all actives have a fitted effect of over 50% in size
The depositor's hits bear a star; & = joins results of further samples; [ ] = another dose, or the depositor's remark. Unless noted, calls follow the shape of the dose curve; as a rule, active = well fitted curve in the direction sought with a large enough effect; inconclusive = small, poorly fitted or top-dose-only effect, or another doubt; inactive = no such curve, though single readings can be large; an effect the other way counts as inactive or inconclusive. Potency is read from the fitted curve at half-maximal effect. Only part of the results is shown; rates above refer to the full screens.

How did COc1ccccc1/C=N\NC(=O)c1ccc(COc2ccc(C)c(C)c2)o1 do in these assays?
HP1b binding inh: 22%; Pin1 inhibitor: 0%; ALOX12 inh: inactive; GLS inhibitor: 10%; ERG-DNA inh: -3%; RGS4 inhibitor: 23%; TrxR1 inh: -11%; Tb PGK inh: -8%; JMJD2A Tudor inh: -4%

Results for O=C(c1ccc([N+](=O)[O-])cc1)N(Cc1ccc(Br)cc1)N1C(=O)CCCC1=O ?
HP1b binding inh: 13%; Pin1 inhibitor: -5%; ALOX12 inh: 0%; GLS inhibitor: -2%; ERG-DNA inh: 2%; RGS4 inhibitor: 6%; TrxR1 inh: 18%; Tb PGK inh: -2%; JMJD2A Tudor inh: -4%

What do the screens show for `O=C(CCCC(=O)N1CCCc2ccccc21)N1CCCc2ccccc21`?
HP1b binding inh: 27%; Pin1 inhibitor: -3%; ALOX12 inh: -5%; GLS inhibitor: 10%; ERG-DNA inh: -6%; RGS4 inhibitor: 10%; TrxR1 inh: 2%[57.1 µM]; Tb PGK inh: 6%; JMJD2A Tudor inh: -9%

Results for CC(=O)OCCn1c2nc(=O)[nH]c(=O)c-2nc2cc(C)c(C)cc21 ?
HP1b binding inh: 27%; Pin1 inhibitor: -162%; ALOX12 inh: -12%; GLS inhibitor: -11%; ERG-DNA inh: 35µM*; RGS4 inhibitor: -6%; TrxR1 inh: -7%; Tb PGK inh: -8%; JMJD2A Tudor inh: -24%

How did O=C(NCCN1C(=O)CCC1=O)c1ccncc1 do in these assays?
HP1b binding inh: 42%[activator]; Pin1 inhibitor: -2%; ALOX12 inh: -6%; GLS inhibitor: -5%; ERG-DNA inh: 1%; RGS4 inhibitor: 14%; TrxR1 inh: 1%[57.1 µM]; Tb PGK inh: inactive; JMJD2A Tudor inh: 7%

What do the screens show for `Cc1cc(=O)n2c3ccccc3n(C)c2n1`?
HP1b binding inh: 8%; Pin1 inhibitor: 0%; ALOX12 inh: inconclusive; GLS inhibitor: 6%; ERG-DNA inh: -3%; RGS4 inhibitor: 4%; TrxR1 inh: 8%[57.1 µM]; Tb PGK inh: -2%; JMJD2A Tudor inh: -14%

What do the screens show for `Cc1ccccc1C(=O)NC(NCc1ccco1)C(Cl)(Cl)Cl` (stereo not given)?
HP1b binding inh: 0%; Pin1 inhibitor: -4%; ALOX12 inh: 0%; GLS inhibitor: 1%; ERG-DNA inh: -3%; RGS4 inhibitor: 16%; TrxR1 inh: -8%; Tb PGK inh: 2%; JMJD2A Tudor inh: -13%

What do the screens show for `O=C(N/N=C/c1ccco1)c1ccc(C(=O)N/N=C/c2ccco2)o1`?
HP1b binding inh: -6%; Pin1 inhibitor: inconclusive; ALOX12 inh: -1%; GLS inhibitor: 1%; ERG-DNA inh: 7%; RGS4 inhibitor: -50%; TrxR1 inh: -25%; Tb PGK inh: -11%; JMJD2A Tudor inh: inconclusive

How did CCN(CC)S(=O)(=O)c1cccc(C(=O)/C=C2/N(C)c3ccccc3C2(C)C)c1 do in these assays?
HP1b binding inh: 155%[activator]; Pin1 inhibitor: 13%; ALOX12 inh: -13%; GLS inhibitor: -3%; ERG-DNA inh: 16%; RGS4 inhibitor: -6%; TrxR1 inh: 32%; Tb PGK inh: 10%; JMJD2A Tudor inh: 88%[activator]

Results for CCN(CC)c1ccc(NC(=O)c2ccc(Cl)nc2)cc1 ?
HP1b binding inh: inconclusive; Pin1 inhibitor: 0%; ALOX12 inh: inconclusive; GLS inhibitor: 13%; ERG-DNA inh: 5%; RGS4 inhibitor: -34%; TrxR1 inh: -6%; Tb PGK inh: 7%; JMJD2A Tudor inh: inconclusive

Results for Cc1cc(NC(=O)c2cccs2)cc(-c2nc3ncccc3o2)c1O ?
HP1b binding inh: 21%; Pin1 inhibitor: 0%; ALOX12 inh: inactive; GLS inhibitor: 4%; ERG-DNA inh: 0%; RGS4 inhibitor: -11%; TrxR1 inh: -9%; Tb PGK inh: 18%; JMJD2A Tudor inh: 2%

Results for Cc1ccc(C(=O)N[C@H](C(=O)Nc2ccc(N3CCOCC3)cc2)C(C)C)cc1 ?
HP1b binding inh: 35%; Pin1 inhibitor: 1%; ALOX12 inh: -21%; GLS inhibitor: 12%; ERG-DNA inh: -4%; RGS4 inhibitor: 5%; TrxR1 inh: -12%; Tb PGK inh: -4%; JMJD2A Tudor inh: -12%

What do the screens show for `Cc1nc2ccc(S(=O)(=O)N(CC(=O)Nc3cccc(F)c3)Cc3ccccc3)cc2s1`?
HP1b binding inh: 8%; Pin1 inhibitor: 13%; ALOX12 inh: -13%; GLS inhibitor: -2%; ERG-DNA inh: 0%; RGS4 inhibitor: -8%; TrxR1 inh: 34%[57.1 µM]; Tb PGK inh: -1%; JMJD2A Tudor inh: -12%

Results for CCc1cc(C(=O)NCC(c2cccs2)N2CCOCC2)sc1C (stereo not given) ?
HP1b binding inh: 40%[activator]; Pin1 inhibitor: -2%; ALOX12 inh: -2%; GLS inhibitor: -1%; ERG-DNA inh: -7%; RGS4 inhibitor: -12%; TrxR1 inh: -9%; Tb PGK inh: -2%; JMJD2A Tudor inh: -3%

Results for Cn1c(=O)c2c(-c3ccccc3)n(N3CCOCC3)cc2n(C)c1=O ?
HP1b binding inh: 20%; Pin1 inhibitor: 0%; ALOX12 inh: 0%; GLS inhibitor: 18%; ERG-DNA inh: -8%; RGS4 inhibitor: 19%; TrxR1 inh: -18%[57.1 µM]; Tb PGK inh: 7%; JMJD2A Tudor inh: -14%

How did CCN(CC(=O)Nc1c(F)cccc1F)C(=O)c1cc(S(=O)(=O)N2CCOCC2)ccc1N1CCCC1 do in these assays?
HP1b binding inh: 24%; Pin1 inhibitor: -2%; ALOX12 inh: -15%; GLS inhibitor: 8%; ERG-DNA inh: 35%[activator]; RGS4 inhibitor: -5%; TrxR1 inh: 7%; Tb PGK inh: 3%; JMJD2A Tudor inh: 0%

What do the screens show for `COc1cc(S(=O)(=O)N(Cc2ccccc2)CC2CCCO2)ccc1-n1cnnn1` (stereo not given)?
HP1b binding inh: 7%; Pin1 inhibitor: 3%; ALOX12 inh: inactive; GLS inhibitor: 94%[activator]; ERG-DNA inh: -12%; RGS4 inhibitor: 6%; TrxR1 inh: 17%[57.1 µM]; Tb PGK inh: 7%; JMJD2A Tudor inh: -5%

How did COc1ccc2cc(C#N)c(SCC(=O)OCc3ccccc3)nc2c1 do in these assays?
HP1b binding inh: 74%[activator][57 µM]; Pin1 inhibitor: inconclusive; RGS4 inhibitor: -16%; TrxR1 inh: 34%; JMJD2A Tudor inh: -11%[57.1 µM]

How did COc1ccc(NS(=O)(=O)c2cc3[nH]c(=O)c(=O)[nH]c3cc2C)cc1OC do in these assays?
HP1b binding inh: 40%; Pin1 inhibitor: -2%; ALOX12 inh: -12%&0%; GLS inhibitor: 30%; ERG-DNA inh: 5%; RGS4 inhibitor: -6%; TrxR1 inh: 10%[57.1 µM]; Tb PGK inh: inactive; JMJD2A Tudor inh: -5%

What do the screens show for `O=C(NC1CCCC1)C(NS(=O)(=O)c1cccc2nsnc12)c1ccccc1` (stereo not given)?
HP1b binding inh: 7%; Pin1 inhibitor: 4%; ALOX12 inh: 0%; GLS inhibitor: 8%; ERG-DNA inh: -7%; RGS4 inhibitor: 34%; TrxR1 inh: -13%; Tb PGK inh: -7%; JMJD2A Tudor inh: -18%

Copied from the results shown, 2 compounds:
How did COc1ccccc1/C=N\NC(=O)c1ccc(COc2ccc(C)c(C)c2)o1 do in these assays?
HP1b binding inh: 22%; Pin1 inhibitor: 0%; ALOX12 inh: inactive; GLS inhibitor: 10%; ERG-DNA inh: -3%; RGS4 inhibitor: 23%; TrxR1 inh: -11%; Tb PGK inh: -8%; JMJD2A Tudor inh: -4%

Results for O=C(c1ccc([N+](=O)[O-])cc1)N(Cc1ccc(Br)cc1)N1C(=O)CCCC1=O ?
HP1b binding inh: 13%; Pin1 inhibitor: -5%; ALOX12 inh: 0%; GLS inhibitor: -2%; ERG-DNA inh: 2%; RGS4 inhibitor: 6%; TrxR1 inh: 18%; Tb PGK inh: -2%; JMJD2A Tudor inh: -4%

More records
How did Cc1cccc(C(=O)Oc2ccccc2C(=O)N2CCOCC2)c1 do in these assays?
HP1b binding inh: 32%[activator]; Pin1 inhibitor: 5%; ALOX12 inh: 0%; GLS inhibitor: 2%; ERG-DNA inh: -5%; RGS4 inhibitor: 21%; TrxR1 inh: 33%; Tb PGK inh: -5%; JMJD2A Tudor inh: -6%

Results for O=C(Nc1ccccc1C(F)(F)F)c1noc2c1CCCC2 ?
HP1b binding inh: 59%[activator]; Pin1 inhibitor: -6%; ALOX12 inh: -20%; GLS inhibitor: -4%; ERG-DNA inh: 2%; RGS4 inhibitor: -5%; TrxR1 inh: 16%; Tb PGK inh: -11%; JMJD2A Tudor inh: 18%

How did CCOC(=O)c1cc(CC)sc1/N=C/C1C(=O)CCCC1=O do in these assays?
HP1b binding inh: 34%; Pin1 inhibitor: 0%; ALOX12 inh: -8%; GLS inhibitor: 14%; ERG-DNA inh: 14%; RGS4 inhibitor: -7%; TrxR1 inh: -2%[57.1 µM]; Tb PGK inh: -6%; JMJD2A Tudor inh: -29%

What do the screens show for `CCOc1ccc2c(c1)c(N=O)c(O)n2C`?
HP1b binding inh: 4%; Pin1 inhibitor: 0%; ALOX12 inh: -23%; GLS inhibitor: 18%; ERG-DNA inh: 7%; RGS4 inhibitor: 17%; TrxR1 inh: -3%; Tb PGK inh: 0%; JMJD2A Tudor inh: -18%

Source: PubChem (National Center for Advancing Translational Sciences (NCATS))
